# High-throughput results from PubChem BioAssay.
# STAT3 activator = STAT3 signaling activation; U3A cells, IL-6 STAT3-luciferase reporter, luminescence; 100% = signal with IL-6 EC80 alone; activation (% of control), % at 5.6 µM; 190,000 tested, 0.91% active;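 active = activation above the screen-wide mean of compound activation plus 3 SD, cut at about 130% in these data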;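 also: 0% = background luminescence of wells with medium and substrate only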
#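 Test system: STAT3-luciferase reporter U3A cells; Detection: reporter luminescence signal; Times: 1 h compound pre-exposure, 6 h IL-6 stimulation, 37 °C; Benchmarks: IL-6-only high control; Also added: IL-6 stimulus at 33 ng/mL final.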
# STAT3 inh = reduces IL-6 driven STAT3 reporter signal; 190,000 tested, 0.89% active; AID 862; inhibition, % at 5.5 µM; U3A cells, IL-6 STAT3-luciferase reporter, luminescence; host cell line lacks STAT1;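 active = inhibition above the mean inhibition across all screened compounds plus 3 SD, cut at about 44% in these data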;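 also: 0% = DMSO only wells and 100% = 100 µM nifuroxazide control wells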
# RAM network inh = yeast RAM network inhibition | S. cerevisiae dse1pr::URA3 reporter, 5-FOA growth OD615, 2 d; analog-sensitive cbk1-as2 kinase mutant strain | inhibition, % at 50 µM | 190,000 tested, 1.8% active | AID 868;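 active = inhibition above a set limit, 3 SD over mean compound inhibition, cut at about 8.4% in these data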;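 also: 0% = DMSO-only wells with no growth and 100% = 10 µM 1-NA-PP1 full growth; inhibition rescues growth on 5-FOA so higher OD means more RAM inhibition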
# ROMK mod = modulators of human ROMK potassium channel; P48048; Tet-inducible ROMK, thallium flux fluorescence; actives lie on both sides; B-score at 10 µM; 130,000 tested, 2% active; AID 1918;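 active = signal ratio slope over the read window, or its plate-corrected B-score, at least 3 SD from the plate mean, either direction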;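 also: B-score of the F/F0 ratio slope over 7 to 12 s after thallium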
# Target sequence (P48048 whole entry, looked up): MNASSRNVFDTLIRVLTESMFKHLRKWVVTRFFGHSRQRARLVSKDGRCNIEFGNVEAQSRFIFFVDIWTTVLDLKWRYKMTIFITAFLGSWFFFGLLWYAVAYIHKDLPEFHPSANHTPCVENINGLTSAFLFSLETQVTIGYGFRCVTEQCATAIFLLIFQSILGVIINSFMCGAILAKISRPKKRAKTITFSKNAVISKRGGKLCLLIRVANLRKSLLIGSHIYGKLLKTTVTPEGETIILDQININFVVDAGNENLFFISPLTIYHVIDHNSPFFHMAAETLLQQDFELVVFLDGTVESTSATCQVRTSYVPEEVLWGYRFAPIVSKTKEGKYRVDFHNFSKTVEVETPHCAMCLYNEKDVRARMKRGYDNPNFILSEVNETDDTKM
# TLR4 MyD88 comp = blocks binding of human TLR4 to MyD88; HeLa CL3-4 TLR4/MyD88 BLA complementation, FRET ratio; inhibition, % at 8.4 µM; 200,000 tested, 0.18% active; AID 861; in the data active = inhibition above about 25%;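 also: 0% = vehicle and 100% = reference inhibitor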
# PPARg SRC-2 ag = promotes SRC-2 coactivator recruitment by human PPARgamma | 200,000 tested, 0.34% active | activation, % at 8 µM | PPARgamma LBD-SRC-2 recruitment, biochemical | AID 1032; in the data active = activation above about 22%;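 also: 0% = vehicle and 100% = reference agonist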
# PPARg SRC-3 ag = agonists of human PPARgamma SRC-3 coactivator recruitment; P37231; biochemical PPARgamma/SRC-3 coactivator recruitment assay; activation, % at 8 µM; 200,000 tested, 0.26% active; AID 731; in the data active = activation above about 23%;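 also: 0% = DMSO and 100% = reference agonist; some compounds past the cut are filed as inactive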
# PPARg SRC1 recr = PPARgamma-driven SRC-1 recruitment agonism; AID 631; PPARgamma-SRC-1 coactivator recruitment biochemical assay; activation, % at 8 µM; 200,000 tested, 0.41% active; in the data active = activation above about 19%;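 also: 0% = DMSO and 100% = reference agonist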
# S1P3 antagonist = S1P3 (human) receptor antagonism; CHO S1P3 NFAT-BLA reporter, FRET fluorescence, antagonist mode; inhibition, % at 4.98 µM; 170,000 tested, 0.27% active; AID 485;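 active = inhibition above the plate cutoff, the mean inhibition of test wells on that plate plus 3 SD, cut at about 28% in these data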;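 also: cells challenged with S1P at its EC80 of 0.8 µM; blue over green emission ratio from cleaved BLA substrate after 4 h stimulation; 0% = S1P-stimulated wells and 100% = unstimulated DMSO-only wells; some compounds past the cut are filed as inactive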
# Target sequence (Q99500 whole entry, looked up): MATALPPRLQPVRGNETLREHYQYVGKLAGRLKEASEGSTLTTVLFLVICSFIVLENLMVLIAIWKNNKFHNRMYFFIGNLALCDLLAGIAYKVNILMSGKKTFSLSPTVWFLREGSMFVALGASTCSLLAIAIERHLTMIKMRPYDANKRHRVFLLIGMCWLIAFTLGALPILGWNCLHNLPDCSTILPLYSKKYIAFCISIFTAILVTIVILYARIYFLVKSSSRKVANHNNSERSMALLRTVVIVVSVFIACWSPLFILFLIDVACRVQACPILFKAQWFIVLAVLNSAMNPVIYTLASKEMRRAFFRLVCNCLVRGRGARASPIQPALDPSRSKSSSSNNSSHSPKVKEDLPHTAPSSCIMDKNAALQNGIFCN
# STAT1 inh = reduces IFN-gamma driven STAT1 reporter signal; 200,000 tested, 0.35% active; inhibition, % at 5.5 µM; AID 920; NIH 3T3 STAT1-luciferase reporter, luminescence;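 active = inhibition above a set limit, the mean inhibition across all tested compounds plus 3 SD, cut at about 34% in these data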;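 also: 0% = IFN-gamma with DMSO and 100% = IFN-gamma with 300 µM nifuroxazide; values of inactives mirror those of a sister screen read the other way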
# SRC2 TRFRET art = TR-FRET artefact, counter-screen to PPARgamma/SRC-2 agonist assay. stronger effect = higher value. TR-FRET ratio at 8 µM. 200,000 tested, 0.4% active; in the data active = TR-FRET ratio above about 2000; also: inactives centre near 1500
# Active calls of the source: *; . = no result given. Compounds as they come; about 5.6% have a hit in one of these screens.
SMILES,STAT3 activator,STAT3 inh,RAM network inh,ROMK mod,TLR4 MyD88 comp,PPARg SRC-2 ag,PPARg SRC-3 ag,PPARg SRC1 recr,S1P3 antagonist,STAT1 inh,SRC2 TRFRET art
CCCOC(=O)c1c(NC(=O)/C=C/c2cnn(C)c2C)sc(C(=O)OC)c1C,95,10,2.2,.,0,4,-5,-10,.,-4,1359
CSc1oc(-c2ccccc2)nc1S(=O)(=O)c1ccc(F)cc1,95,8,2.0,.,-6,3,17,14,-2,-5,1623
Cc1[nH]c(=O)[nH]c(=O)c1/C=C/C(=O)OCC(C)C,103,-8,0.8,.,-4,-1,7,-4,-4,2,1660
O=C(N/C(=C\c1ccccc1Cl)C(=O)N1CCOCC1)c1ccc([N+](=O)[O-])cc1,104,-2,1.5,0.025,6,-2,-4,-4,-1,-5,1372
O=C1/C(=C\c2ccc3c(c2)OCO3)CCC/C1=C/c1ccc2c(c1)OCO2,99,9,8.1,0.051,0,-3,10,0,.,-2,1340
COc1cc(C(=O)NCCOc2cccc3cccnc23)cc(OC)c1OC,89,15,0.7,.,11,-1,1,3,-4,17,1583
CC(=O)Nc1cccc(C(=O)Nc2ccccc2N2CCOCC2)c1,95,6,0.0,-0.061,-4,7,-12,1,.,1,1503
Cc1cc(Nc2ccc(F)cc2F)n2ncnc2n1,97,3,0.8,-0.31,-2,4,-2,-8,-33,10,1424
CCC(O)(CC)C(=O)NN(C(=O)CCl)c1ccccc1,99,1,2.2,0.59,-10,1,3,4,-4,3,1647
Cc1oc(-c2ccccc2Cl)nc1CSCC(=O)NC1CC1,103,-1,0.7,-0.96,6,8,16,14,-2,-1,1558
COC(=O)c1ccc(C(=O)OC)c(NC(=S)N2CCOCC2)c1,97,5,0.0,-0.29,-13,6,0,5,-12,-5,1753
CCOC(=O)C1=C(C)N=C2c3ccccc3C(=O)C2C1c1ccc(Br)cc1 (configuration not stated),111,-15,1.6,-0.77,5,-11,2,6,60*,-8,1540
CN(C)S(=O)(=O)c1ccc(Cl)c(C(=O)Nc2ccccc2[N+](=O)[O-])c1,102,-5,1.6,-0.15,-11,4,7,0,-14,5,1617
CC1(C)Cc2c(C#N)c(SCCC#N)nc(N3CCOCC3)c2CS1,103,1,0.9,-0.75,-12,1,1,-6,.,-3,1643
O=C(CSc1nc2scc(-c3ccco3)c2c(=O)n1-c1ccccc1)NCC1CCCO1 (configuration not stated),104,-3,2.2,.,-14,0,-4,3,.,-6,1340
Cc1cc(NC(=O)CS(=O)(=O)c2cn(C)c3ccccc23)no1,90,18,0.0,.,-5,-7,3,4,.,-4,1459
CCCn1c(NC(=O)C2COc3ccccc3O2)nc2ccccc21 (configuration not stated),90,15,8.6*,.,8,-3,-7,-6,4,0,1351
CC(C)Cc1oc(C(=O)O)cc1CN1CCOCC1,102,0,0.2,-0.27,-9,3,1,4,-20,-2,1652
CN(C)C(=O)Oc1ccc[n+](C)c1,99,4,2.1,.,-25,2,-5,4,3,-4,1582
O=C1C2C3C=CC(C3=C(c3ccccc3)c3ccccc3)C2C(=O)N1Cc1ccccc1 (configuration not stated),96,5,4.0,-0.41,-15,10,0,4,.,1,1538
CCOC(=O)C1(Cc2cccc(OC)c2)CCN(Cc2cnc(C)s2)CC1,98,7,-0.5,.,-2,-10,-2,1,-3,7,1360
COCCOc1cc(N)c(Cl)cc1Cl,94,11,1.1,-0.5,-2,0,0,6,-17,-9,1453
COc1ccc(/C=N/NC(=O)c2ccc(Cn3cc([N+](=O)[O-])cn3)o2)cc1O,109,-4,3.0,-0.23,2,2,8,-6,.,-1,1545
O=C(NCc1ccc2c(c1)OCO2)C1CCN(S(=O)(=O)c2cccs2)CC1,105,-1,3.8,.,1,2,-1,1,-4,6,1471
O=C(NC1CCCC1)C(c1ccncc1)N(C(=O)c1csnn1)C1CCCC1 (configuration not stated),100,8,0.2,0.22,-8,7,6,6,-2,-7,1511
COC(=O)C1=C(C)NC(=S)NC1c1ccco1 (configuration not stated),102,-1,1.3,0.69,11,-5,0,-2,3,-4,1318
CCn1c(=O)n(CC(=O)N(C)Cc2ccccc2)c(=O)c2ccccc21,98,7,2.5,-0.32,4,12,-5,2,8,2,1622
Fc1ccccc1/C=C/c1ccc2ccccc2n1,40,72*,1.7,0.34,2,8,2,0,6,5,1587
COc1c(C)cc(S(=O)(=O)NC2CC(C)(C)NC(C)(C)C2)c(C)c1C,101,0,0.1,.,-15,8,4,2,.,-8,1574
Clc1cccc(CN2CCN(Cc3nc(CCc4ccccc4)no3)CC2)c1,98,7,0.4,-1.2,7,8,1,4,4,9,1619
Cc1ccc(-c2n[nH]c(=S)n2Cc2ccccc2)cc1,99,1,1.3,-1.3,-5,-2,4,-1,.,-4,1387
COc1ccccc1NC(=O)c1c(Nc2ccccc2F)sc(C(=O)Nc2cccc(Cl)c2)c1N,93,9,11*,-0.14,-7,6,-3,10,-8,1,1652
COc1ccc(/C=C/C(=O)NC(=S)N2CCN(c3ccccn3)CC2)cc1OC,86,21,-1.1,1,2,-3,-2,-8,7,-3,1279
COc1ccc(CNc2nn[nH]n2)cc1OC,95,12,0.4,0.14,8,1,7,-4,.,0,1439
CC(C)(C)NC(=O)C(c1ccncc1)N(C(=O)c1csnn1)c1cccc2ccccc12 (configuration not stated),102,2,0.0,-0.5,12,10,8,12,-13,-2,1903
N#CC1=C(N)OC2=C(C(=O)CCC2)C1Cc1ccccc1 (configuration not stated),96,8,.,.,-7,-4,-6,3,-12,10,1490
Cc1oc(-c2ccccc2)nc1C(=O)Nc1nccs1,140*,-40,6.2,.,16,6,-3,11,-26,-14,1509
Cc1c(N=C2C=CC(=O)c3ccccc32)c(=O)n(-c2ccccc2)n1C,93,11,7.3,-1.8,-23,12,11,18,-2,10,1672
O=C1NCCN1CCNS(=O)(=O)c1ccc(F)cc1,94,10,0.4,0.58,5,6,-5,5,-12,18,1440
CNC(=S)N1CCN(c2ccccn2)CC1,96,2,2.6,0.22,-1,-8,2,-3,-6,-8,1389
COC(=O)CN(c1ccc(OC)cc1)S(=O)(=O)c1ccc(OC)c(OC)c1,93,12,3.8,.,-2,-5,12,0,15,0,1487
O=c1c2ccccc2nnn1COc1cccc(Cl)c1,97,10,0.1,-2.3,0,5,1,-1,14,-35,1656
CC(c1ccncn1)N(C)Cc1nc(Cc2ccccc2F)no1 (configuration not stated),101,4,1.1,0.016,0,2,0,2,-4,-2,1526
COC(=O)c1c(NC(NC(=O)C(C)C)C(Cl)(Cl)Cl)sc2c1CCC2 (configuration not stated),100,-3,2.8,-0.59,-7,-1,2,3,-5,-3,1520
COc1cc(OC)c(NC(=O)CCc2nc(-c3ccc(C)cc3)no2)cc1Cl,93,10,6.9,.,-2,9,7,6,-4,-8,1584
COc1ccc(C2(C(=O)N3CCOCC3)CCCC2)cc1,104,0,-0.8,.,-7,2,-6,0,.,-14,1503
CNc1ncc(C(=O)c2ccc(Cl)cc2)s1,93,10,0.1,.,-8,-2,6,6,.,-16,1626
O=C(CSc1cccc[n+]1[O-])c1ccc(-c2ccccc2)cc1,108,-4,0.6,0.37,5,-3,4,-3,-1,-20,1569
O=C(NNc1ccccc1[N+](=O)[O-])NC1CCCCC1,105,-3,1.4,0.28,0,-6,-8,-5,-6,-2,1299
Cc1[nH]n(C(N)=S)c(=O)c1N=Nc1ccc(S(=O)(=O)N2CCCCCC2)cc1,96,10,2.4,0.14,-4,0,5,8,.,-4,1620
CCN1c2ccccc2-c2nc3ccccc3n2C1c1ccco1 (configuration not stated),80,29,-0.1,.,2,11,12,7,.,11,1556
C=C(Br)Cn1c(CCC)nc2ccccc21,98,7,1.4,-0.5,7,9,-1,7,-10,-3,1704
COc1cc(C(=O)OCCCN=C2NS(=O)(=O)c3ccccc32)cc(OC)c1OC,97,6,2.2,0.44,-21,2,3,3,-2,-1,1696
CNc1nc2cc([N+](=O)[O-])c([N+](=O)[O-])cc2nc1NC,39,72*,1.5,.,0,9,5,10,54*,20,1653
Cc1cc(C)c(NC(=S)NCCCSC2CCCCC2)c(C)c1,108,0,8.2,-1.6,-16,1,2,1,2,2,1622
COc1ccc(Cl)cc1NC(=O)c1ccccc1C,94,10,0.6,-1.4,8,3,0,-5,.,-4,1566
CN(c1ccc(C(=O)N2CCN(c3ccc(F)cc3)CC2)cc1)S(C)(=O)=O,94,10,-1.2,.,-6,3,-3,-6,-14,-1,1308
CCOP(=O)(OCC)c1nc(/C=C/c2ccccc2)oc1NCc1ccc(OC)cc1,104,-5,0.7,0.15,-4,1,-2,2,.,-1,1585
COc1cccc(/C=N/Nc2nc(Nc3ccccc3)nc(-n3nc(C)cc3C)n2)c1O,86,14,5.2,0.44,-10,5,15,5,.,-3,1387
COc1cccc(-c2csc3nc[nH]c(=O)c23)c1,105,-4,1.4,0.24,9,6,-7,3,9,-1,1619

# Later entries.
SMILES,STAT3 activator,STAT3 inh,RAM network inh,ROMK mod,TLR4 MyD88 comp,PPARg SRC-2 ag,PPARg SRC-3 ag,PPARg SRC1 recr,S1P3 antagonist,STAT1 inh,SRC2 TRFRET art
CC(C)COCC1CC2(CC(C)(c3csc(N)n3)OC2=O)C(=O)O1 (configuration not stated),103,5,0.8,0.76,-6,1,1,-9,13,-2,1587
CS(=O)(=O)N(Cc1ccc(C(=O)NCc2ccco2)cc1)c1ccccc1,101,8,1.6,.,12,3,8,9,27,8,1550
CCOC(=O)C1CCN(S(=O)(=O)c2cccc(-c3cn4cccnc4n3)c2)CC1,87,20,3.0,-1.3,11,-6,8,-6,-40,16,1541
CC(C)NC(=O)COc1ccc(OCc2ccccc2)cc1,105,0,1.7,-1.3,-12,13,7,12,-7,4,1629
Cc1ccc(S(=O)(=O)c2nc(NCCCn3ccnc3)sc2Cl)cc1,104,3,1.3,-1.4,5,-7,-5,0,-6,-2,1445
COc1cc(/C=N/NC(=O)CSc2n[nH]c(=O)[nH]c2=O)cc(OC)c1O,95,14,0.4,-0.19,-33,5,-1,13,5,-2,1528
O=C(CNc1ccc2c(c1)OCO2)N/N=C\c1cn(Cc2ccccc2)c2ccccc12,104,-7,1.4,-0.018,6,4,0,4,6,-8,1514
O=Cc1cccc(OC(=O)c2ccc(Cl)cc2Cl)c1,116,-19,2.1,3*,1,0,-2,-2,.,-23,1510
Cc1cc(-c2ccccc2)n2nc(C)c(-c3ccccc3)c2n1,98,3,1.5,.,-4,5,8,6,.,9,1535

# 3 compounds out of the list, arranged by formula weight, descending:
SMILES,STAT3 activator,STAT3 inh,RAM network inh,ROMK mod,TLR4 MyD88 comp,PPARg SRC-2 ag,PPARg SRC-3 ag,PPARg SRC1 recr,S1P3 antagonist,STAT1 inh,SRC2 TRFRET art
O=C(CNc1ccc2c(c1)OCO2)N/N=C\c1cn(Cc2ccccc2)c2ccccc12,104,-7,1.4,-0.018,6,4,0,4,6,-8,1514
CS(=O)(=O)N(Cc1ccc(C(=O)NCc2ccco2)cc1)c1ccccc1,101,8,1.6,.,12,3,8,9,27,8,1550
O=Cc1cccc(OC(=O)c2ccc(Cl)cc2Cl)c1,116,-19,2.1,3*,1,0,-2,-2,.,-23,1510
